# KB-V1 cytotox: kills drug-selected multidrug resistant KB-V1 cells | AID 1347076 | KB-V1 MDR cells viability, CellTiter-Glo, 72 h | Potency, µM (top dose mostly 46.1 µM), inactives show at the top dose activity change, negative = cytotoxicity, usual class: cytotoxic | 400,000 compounds, 3.4% hits; also: potency is read from the fitted curve at half-maximal effect; % is scaled to controls: 0 for no effect and ±100 for the full control effect; nearly all actives have a fitted effect of over 60% in size
#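 KB-V1 cells (P-gp-expressing MDR subline of KB-3-1) in phenol-red-free DMEM with 10% FBS were exposed to library compounds over a concentration series for 72 h at 37 degrees C. Viability read by CellTiter-Glo luminescence; concentration-effect curves fitted after normalization.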
# TDP-43 yeast inh: inhibitors of TDP-43 toxicity in yeast; Potency, µM (highest dose often 46.1 µM), for the others: at the top dose growth rescue (activation), hits mostly activators; 410,000 compounds, 1.8% hits; TDP-43 expressing yeast growth rescue, BacTiter-Glo, 24 h; AID 652104; also: potency is read from the fitted curve at half-maximal effect; % of control where 0% means no effect; nearly all actives have a fitted effect of over 50% in size
#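 Yeast cells expressing TDP-43 under galactose induction are exposed to compounds for 24 hr at 30 deg C. BacTiter-Glo luminescence measures growth, so protective compounds score as activators.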
# DRD3 agonist: D3 dopamine receptor (human) agonism | max activation, % | D3R DiscoveRx beta-arrestin cells, luminescence, 90 min | 410,000 compounds, 0.58% hits | P35462; in the data active = max activation above about 30%; also: 0% is about no effect; mostly tested at two doses, the higher about 12 µM
# Target sequence (P35462 whole entry, looked up): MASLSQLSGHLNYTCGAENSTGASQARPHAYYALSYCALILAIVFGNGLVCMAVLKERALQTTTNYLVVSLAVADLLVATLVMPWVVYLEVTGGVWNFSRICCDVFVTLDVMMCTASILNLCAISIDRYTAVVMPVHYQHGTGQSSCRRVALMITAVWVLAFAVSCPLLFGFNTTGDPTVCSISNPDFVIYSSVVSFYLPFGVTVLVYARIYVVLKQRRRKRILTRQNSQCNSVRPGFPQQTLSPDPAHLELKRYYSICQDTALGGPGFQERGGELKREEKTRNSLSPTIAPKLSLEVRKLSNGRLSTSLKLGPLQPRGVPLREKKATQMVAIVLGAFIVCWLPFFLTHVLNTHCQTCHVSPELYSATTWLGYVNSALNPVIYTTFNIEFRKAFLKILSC
#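 Agonist mode: compounds and dopamine controls were applied to plated cells for 90 min at 37 degrees C after an overnight attachment at 1500 cells/well. Luminescent read-out followed 30 - 60 minutes at room temperature with DiscoveRx detection reagent.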
# D3 antag: blocks the human D3 dopamine receptor | D3R cells, DiscoveRx beta-arrestin luminescence, antagonist mode; hits give low values | max response, negative = inhibition, % | 360,000 compounds, 2.5% hits; in the data active = max response below about -50%; inconclusive = no clear call, values can overlap the other calls; also: % is scaled to controls: 0 for no effect and ±100 for the full control effect; mostly tested at two doses, the higher about 12 µM
#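 Cells expressing the human receptor were seeded at 1500 cells/well, incubated overnight at 37 degrees C in 5% CO2, then exposed to library compounds with dopamine controls for 90 minutes at 37 degrees C before luminescent detection.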
# GLP1R inv ag: inverse agonists of human GLP-1 receptor | P43220 | HEK293 GLP-1R CRE-luciferase, luminescence, 24 h; GLP-1R form is constitutively active | Potency, µM (highest dose often 38.3 µM), for the others: at the highest dose activity change, negative = inhibition, usual class: inhibitors | 410,000 compounds, 1.6% hits; also: potency is read from the fitted curve at half-maximal effect; % is scaled to controls: 0 for no effect and ±100 for the full control effect; nearly all actives have a fitted effect of over 55% in size
# Target sequence (P43220 whole entry, looked up): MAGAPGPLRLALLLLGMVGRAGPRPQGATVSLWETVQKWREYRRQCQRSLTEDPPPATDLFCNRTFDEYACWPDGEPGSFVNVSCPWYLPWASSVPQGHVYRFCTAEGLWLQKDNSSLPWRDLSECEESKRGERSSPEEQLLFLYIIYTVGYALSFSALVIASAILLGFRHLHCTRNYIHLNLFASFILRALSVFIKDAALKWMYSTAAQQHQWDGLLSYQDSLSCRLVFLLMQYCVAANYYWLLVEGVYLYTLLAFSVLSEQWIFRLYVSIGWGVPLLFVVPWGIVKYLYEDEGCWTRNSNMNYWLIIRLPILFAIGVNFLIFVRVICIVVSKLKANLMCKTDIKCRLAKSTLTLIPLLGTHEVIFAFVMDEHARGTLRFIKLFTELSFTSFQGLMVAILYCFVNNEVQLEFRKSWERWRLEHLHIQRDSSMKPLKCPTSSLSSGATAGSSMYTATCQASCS
#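 Inverse agonists were sought by their lowering of basal cAMP reporter luciferase output in HEK293 cells stably carrying constitutively active human GLP-1R, after 24 h compound treatment.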
# PTHR1 ag: PTHR1 (human) receptor agonism; Q03431; HEK293 GP2 PTHR1 cells, GloSensor cAMP luminescence, 1 h; Potency, µM (highest dose often 115 µM), for inactives: at the highest dose activation, most hits filed as activators; 410,000 compounds, 0.075% hits; AID 743266; also: potency is read from the fitted curve at half-maximal effect; nearly all actives have a fitted effect of over 55% in size; some results filed as inactive show a strong effect at the top dose; inactives centre near -15; many of its hits are not listed in these tables
#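 HEK-293-derived GP2 cells expressing PTHR1 and a GloSensor cAMP reporter, 3,000/well, plated overnight, given luciferin plus IBMX (each 0.5 mM as added) for 1 h at 37 °C, then compound for 1 h at 37 °C. Luminescence was read after 15 min at room temperature.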
# GLP1R cytotox: cytotoxicity counter-screen for GLP-1 receptor inverse agonists; HEK293 cAMP-luciferase reporter cells, luminescence, 24 h; Potency, µM (highest dose often 38.3 µM), inactives show at the top dose activity change, negative = inhibition, usual class: inhibitors; 410,000 compounds, 0.13% hits; AID 624418;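 also: loss of luciferase light is scored as toxicity; potency is read from the fitted curve at half-maximal effect; % is scaled to controls: 0 for no effect and ±100 for the full control effect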
#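 Cells in DMEM/10% Nu serum/1% pen-strep, 1536-well format. Pre-incubated 12 h, dosed with 23 nL compound, incubated a further 24 h. Luciferase detection, 12 min at room temp, luminescence.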
# GLP1R ag: GLP-1 receptor (human) agonism; Potency, µM (doses to about 45.6 µM), for the others: top-dose activation, actives largely listed as activators; AID 624172; HEK293 GLP-1R CRE-luciferase, luminescence, 4-6 h; cells express a hypersensitive GLP-1R form; 380,000 compounds, 0.007% hits; P43220; also: potency is read from the fitted curve at half-maximal effect; % of control where 0% means no effect
# aSyn yeast inh: rescues yeast growth from alpha-synuclein toxicity; Yeast expressing alpha-synuclein, growth rescue, BacTiter-Glo, 24 h; Potency, µM (highest dose often 46.1 µM), without a hit: top-dose growth rescue (activation), actives largely listed as activators; 370,000 compounds, 0.14% hits; also: potency is read from the fitted curve at half-maximal effect; % of control where 0% means no effect; nearly all actives have a fitted effect of over 65% in size
#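 Readout is rescue of growth in alpha-synuclein-expressing yeast, so inhibitors of toxicity appear as activators. Growth after 24 hr at 30 deg C in galactose medium is quantified by luminescence.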
# * hit, by the source's call; i = inactive; u = inconclusive; x = not tested or not shown; & = joins results of further samples; ! = not active in a repeat; [ ] = dose if it differs, or a comment. Unless noted, calls follow the shape of the dose curve; as a rule, active = well fitted curve in the direction sought with a large enough effect; inconclusive = small, poorly fitted or top-dose-only effect, or another doubt; inactive = no such curve, though single readings can be large; an effect the other way counts as inactive or inconclusive.
# Preview:
no. | smiles | KB-V1 cytotox | TDP-43 yeast inh | DRD3 agonist | D3 antag | GLP1R inv ag | PTHR1 ag | GLP1R cytotox | GLP1R ag | aSyn yeast inh
1 | Cc1ccc(NC(=O)CCN2CCCCC2)cc1 | 7% | 15% | -21 | -16 | -15% | i | 3% | -7% | 5%
2 | CN1CCN(S(=O)(=O)c2cc([N+](=O)[O-])ccc2N/N=C/c2ccc(Cl)cc2)CC1 | 23% | 4% | -19 | -18 | 1% | i | -2% | 8% | -4%

# The whole of this part, from the start:
no. | smiles | KB-V1 cytotox | TDP-43 yeast inh | DRD3 agonist | D3 antag | GLP1R inv ag | PTHR1 ag | GLP1R cytotox | GLP1R ag | aSyn yeast inh
1 | Cc1ccc(NC(=O)CCN2CCCCC2)cc1 | 7% | 15% | -21 | -16 | -15% | i | 3% | -7% | 5%
2 | CN1CCN(S(=O)(=O)c2cc([N+](=O)[O-])ccc2N/N=C/c2ccc(Cl)cc2)CC1 | 23% | 4% | -19 | -18 | 1% | i | -2% | 8% | -4%
3 | Cc1cccc(N2CCN(Cc3cc(=O)oc4cc(C)ccc34)CC2C)c1 (stereo not drawn) | x | 5% | 0 | x | -13% | i | 1% | x | x
4 | O=[N+]([O-])c1ccc2c(c1)C(N1CCOCC1)/C(=C/C1(O)CCCCC1)O2 (stereo not drawn) | -13% | -4% | -11 | -8 | 6% | i | -5% | 4% | 7%
5 | CCc1c(C)c(C#N)c2nc3ccccc3n2c1NCCOC | u | u | -2 | 4 | 124%[activator] | -2% | 76%[activator] | 42% | -9%
6 | Cc1ccc(C(=O)O/N=C/c2ccc3c(c2)OCO3)cc1 | -22% | 16% | 12 | 1 | 16% | i | -6% | -12% | -4%
7 | CN(C)C(=S)Nc1ccc(N2CCOCC2)cc1 | 0% | 2% | 0 | 1 | 16% | i | -3% | -2% | 10%
8 | Cc1ccc(S(=O)(=O)N2CCCC2C(=O)Nn2cnnc2)cc1 (stereo not drawn) | u | -13% | 1 | 9 | 9% | -6%[57.5 µM] | -1% | 0% | -1%
9 | COc1ccc(OC)c(C2=NS(=O)(=O)N(C)C(C(=O)Nc3ccc(F)cc3F)=C2)c1 | 13µM*! | 35µM*! | 0&4 | 11 | u | -35%&-91%[inhibitor] | -5%&0% | -4% | -2%
10 | CCN(CC)S(=O)(=O)c1ccc(C)c(NC(=O)c2cc(C)oc2C)c1 | -18% | x | -14 | 0 | u | -20% | -7% | 5% | 3%
11 | O=C1OCC2=C1C(c1ccc(Cl)cc1)CC(=O)N2c1ccc(F)cc1 (stereo not drawn) | 4% | 3% | 6 | 8 | -23%[0.307 µM] | -10% | -1%[0.307 µM] | -7% | -2%
12 | Cc1ccc(C(=O)O/N=C(/c2nonc2N)N(C)C)cc1 | 12% | u | 6 | u | 9% | -1%[57.5 µM] | -8% | 1% | 2%
13 | Cc1ccc(CNC(=O)COC(=O)c2c(C)noc2C)cc1 | 9% | 24% | 3 | -5 | 9% | -15% | 0% | -6% | -11%
14 | Fc1ccccc1NC(=S)N1CCC(c2ccccc2)C1 (stereo not drawn) | -11% | -20% | -23 | -18 | -27% | -10% | 8% | 8% | 3%
15 | Cc1ccc(-n2c(-c3ccco3)nc3c(cnn3-c3ccc(C)cc3)c2=O)cc1 | 0%&-13% | -11%&12% | -3&-3 | 2 | 21%&-17% | -25% | 7%&58% | 0%&4% | 1%
16 | O=c1cc(C(F)F)oc2c1ccc1ccccc12 | u | -13% | -8 | -23 | 1% | i | 1% | 8% | 7%
17 | CN(C)S(=O)(=O)c1cccc(NC(=O)COC(=O)CNC(=O)c2ccccc2F)c1 | 3% | 16% | 3 | 14 | 12% | i | 1% | 6% | -1%
18 | COc1ccc(CN2CCCC(C(=O)Nc3cccc(-n4cnnn4)c3)C2)c(C)c1C (stereo not drawn) | 11% | 5% | -16 | u | u | -8% | u | 2% | 0%
19 | CC(Sc1nnc(-c2ccccc2F)n1C1CC1)C(=O)NCc1ccco1 (stereo not drawn) | 16% | 21% | 2 | 8 | u | i | -9% | 7% | 10%
20 | O=C(CSc1nnc(-c2ccncc2)n1-c1ccccc1)N1CCN(c2ccc(Cl)cc2)CC1 | 16µM* | -10% | -2 | 1 | u | -39%[inhibitor] | -2% | 0% | -3%
21 | O=S(=O)(CC(CN1CCCC1)N1CCCC1)c1ccc2ccccc2c1 (stereo not drawn) | u | 0% | 0 | u | 0% | -14%[57.5 µM] | -38% | -4% | -1%
22 | Cc1ccc(CN2c3ccccc3-c3nc(SCC(=O)NCCc4ccccc4)ncc3S2(=O)=O)cc1 | 7% | 10% | 3 | x | 41%[activator] | 7% | 24% | x | x
23 | S=c1[nH]ncc2ccccc12 | 10% | -17% | -5 | -20 | 4% | -6%[57.5 µM] | -4% | 2% | 0%
24 | CCOC(=O)c1ccc(N2C(=O)C(O)=C(C(C)=O)C2c2ccc([N+](=O)[O-])cc2)cc1 (stereo not drawn) | 4% | -2% | -13 | -2 | 10% | -23% | -4% | -1% | 0%
25 | NC(=O)[C@@H]1[C@@H]2C(=O)N(c3ccc(F)cc3)C(=O)[C@@H]2[C@H]2C=Cc3ccccc3N21 | 20% | 19% | -14 | -17 | -14% | i | 2% | 8% | 3%
26 | Cc1cccnc1NC(=O)CSc1ccc2c(c1)OCCO2 | -7% | 27% | 1 | 5 | 27% | i | 1% | 1% | 4%
27 | O=C(Nc1nnc(C2=COCCO2)o1)c1cccc(Br)c1 | -25% | u | 0 | -13 | -7% | i | -30% | -1% | u
28 | COc1cc(OC)cc(-c2nnc(SCC(=O)N3CCCC3)o2)c1 | u | 23% | 9 | 0 | 6% | i | -2% | -2% | 0%
29 | Cn1c(-c2c(N)n(-c3ccccc3)c3nc4ccccc4nc23)nc2ccccc21 | u | 9% | -4 | 6 | -23% | i | 421%[activator] | -4% | -14%
30 | COc1ccc(Cl)cc1-c1nc(SCC(=O)N(C)C2CCS(=O)(=O)C2)n[nH]1 (stereo not drawn) | 4% | -11% | 6 | 10 | 6% | i | 3% | 10% | 9%
31 | OC[C@H]1O[C@@H](c2nc(-c3ccccc3Br)no2)[C@H](O)[C@@H]1O | u | -12% | -6 | u | 1% | 5% | 3% | -1% | -5%
32 | CCOc1ccccc1NC(=O)NC1CCCCCCC1 | -12% | 5% | -8 | 0 | -30% | i | -6% | 4% | 2%
33 | Cc1nc2cc(-c3ccsc3-n3c(C)ccc3C)[nH]n2c(=O)c1Cl | 27% | 7% | -3 | -18 | -22% | -8% | 13% | -3% | -4%
34 | CC(OC(=O)c1ccccc1NCc1ccco1)C(=O)Nc1ncc(Cl)cc1Cl (stereo not drawn) | 6% | 20% | -1 | 0 | u | i | -4% | 22% | 7%
35 | Cc1ccc(NC(=O)/C=C\C(=O)NCC(=O)O)cc1 | 0% | 18% | 6 | 13 | 19% | i | 6% | -6% | 3%
36 | CC(C(=O)NCc1ccc(F)cc1)n1ccc2cc(S(=O)(=O)N3CCCC3)ccc21 (stereo not drawn) | u | -7% | 4 | -2 | u | -82%[inhibitor] | 0% | -3% | 1%
37 | O=C(O)c1ccccc1NC(=O)c1cc(-c2ccccc2)nc2ccccc12 | -32% | 4% | 20 | 5 | 35%[activator] | -27% | -6% | 6% | 2%
38 | COc1ccc(N(CC(=O)N2CCc3ccccc3C2)S(=O)(=O)c2ccc(C)cc2)cc1Cl | -33% | 13% | -3 | x | u | i | -9% | 7% | 1%
39 | O=C(Cc1ccc(NC(=O)C2CCN(C(=O)C3CCCCC3)CC2)cc1)Nc1cccc(C(=O)N2CCCCC2)c1 | 21% | u | 15 | 0 | 7% | i | 2% | 0% | -5%
40 | CC(C)Cc1nc2oc3c(=O)[nH]cnc3c2c2c1CCCC2 | 18µM* | -11% | -2 | -9 | 23% | i | -5% | 3% | 5%
41 | O=c1cc2nc(-c3cccs3)nc(SCCOc3ccc(Cl)cc3)n2[nH]1 | x | 6% | -2 | x | 3% | i | 5% | x | x
42 | O=C(NCc1nc2ccccc2[nH]1)c1ccc(Cl)c(S(=O)(=O)N2CCCC2)c1 | 0% | 3% | -11 | u | -15% | -24%[57.5 µM] | -28% | 5% | 0%
43 | CN(C(=O)c1cc(-c2ccc3c(c2)OCO3)on1)c1ccccc1 | -17% | 21% | -1 | -4 | -10% | -15% | u | 22% | 8%
44 | COc1ccc(CN2CCC[C@]3(N[C@H](c4ccc(C(F)(F)F)cc4)[C@@H]4C(=O)N(Cc5ccccc5)C(=O)[C@@H]43)C2=O)cc1 | -13% | 16% | 0 | -10 | 8.9µM* | -25% | -3% | -2% | 0%
45 | O=C(COc1ccccc1F)NCC(c1ccco1)N1CCCC1 (stereo not drawn) | -12% | 21% | -7 | -17 | 8% | 24% | 10% | 0% | 0%
46 | Cc1nn(C)c(Nc2ccc(Br)cc2)c1Br | u | 18µM* | 2 | 1 | u | -54%[inhibitor] | -19% | 9% | u
47 | COc1ccc(C(O)c2cnc(C)n2Cc2ccccc2)cc1 (stereo not drawn) | -24% | 5% | 9 | 24 | -21% | i | 3% | 4% | 0%

# Compound profiles, as listed above. Order of values: KB-V1 cytotox	TDP-43 yeast inh	DRD3 agonist	D3 antag	GLP1R inv ag	PTHR1 ag	GLP1R cytotox	GLP1R ag	aSyn yeast inh
# `CC(C)Cc1nc2oc3c(=O)[nH]cnc3c2c2c1CCCC2` is listed with 18µM*	-11%	-2	-9	23%	i	-5%	3%	5%
# `O=C(Cc1ccc(NC(=O)C2CCN(C(=O)C3CCCCC3)CC2)cc1)Nc1cccc(C(=O)N2CCCCC2)c1` is listed with 21%	u	15	0	7%	i	2%	0%	-5%
# `OC[C@H]1O[C@@H](c2nc(-c3ccccc3Br)no2)[C@H](O)[C@@H]1O` is listed with u	-12%	-6	u	1%	5%	3%	-1%	-5%

# Some of the compounds tested (hit frequency here may not be typical).
